Screens from PubChem.
OX1R antag-1: OX1R (human) antagonism. O43613. OX1R-expressing cells, FRET antagonist read-out. inhibition, % at 6.6 µM. 1.8% of 330,000 active. AID 485270; in the data active = inhibition mostly above about 38%, no sharp cut-off; inactive = mostly below about 40%;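 note: 0% = agonist challenge alone and 100% = reference antagonist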
Target sequence (O43613 whole entry, looked up): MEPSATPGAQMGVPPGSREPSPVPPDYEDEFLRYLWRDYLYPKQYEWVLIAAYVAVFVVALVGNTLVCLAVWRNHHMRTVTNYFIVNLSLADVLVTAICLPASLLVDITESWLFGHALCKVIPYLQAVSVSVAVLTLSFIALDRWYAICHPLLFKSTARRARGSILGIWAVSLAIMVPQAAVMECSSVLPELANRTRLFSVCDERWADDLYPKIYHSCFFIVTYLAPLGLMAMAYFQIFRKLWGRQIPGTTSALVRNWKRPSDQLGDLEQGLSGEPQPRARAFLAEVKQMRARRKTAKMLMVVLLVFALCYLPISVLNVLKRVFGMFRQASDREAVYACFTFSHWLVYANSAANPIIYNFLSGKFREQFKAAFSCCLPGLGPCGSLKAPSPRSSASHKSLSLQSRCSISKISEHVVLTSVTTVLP
OX1R antag-2: blocks the human orexin 1 receptor; inhibition, % at 5 µM; 0.43% of 330,000 active; CHO/OX1R cells, Fluo-8 calcium fluorescence, orexin A; AID 434989; O43613;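 active = inhibition above its plate's threshold, mean inhibition of all tested compounds on the plate plus 3 SD, cut at about 37% in these data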;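 note: 0% = orexin A challenge wells and 100% = SB-334867-A antagonist wells; not every result past the cut was called active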
The depositor's hits bear a star. No enrichment for hits; 2.1% or so of the library scored in one or more.

SMILES	OX1R antag-1	OX1R antag-2
COC(=O)c1sccc1NC(=O)Cc1ccc(Br)cc1	8	-14
c1csc(-n2nc3ccccc3n2)c1	6	-21
O=c1cc(O)c2sc(Nc3cccc(C(F)(F)F)c3)nc2[nH]1	0	-12
Cc1occc1-c1nnc(SCC(=O)N2CCOCC2)n1CC(C)C	9	-5
NCCCC[C@H]1CN=C(N)N1CCC12CC3CC(CC(C3)C1)C2	9	-3
O=C(CCc1ccc(S(=O)(=O)N2CCOCC2)cc1)NN=C1CCCCCCC1	13	-7
COc1ccccc1CCNC(=O)c1nc(-c2cccs2)no1	17	-49
C=CCn1c(SCC(=O)Nc2sccc2C(N)=O)nc2ccccc2c1=O	31	-22
O=C(Nc1nnc(CCc2ccccc2)s1)c1ccccc1	17	-15
COC(=O)c1ccccc1NC(=O)c1cc([N+](=O)[O-])nn1Cc1ccccc1	10	-25
Cc1cc(Cl)c(S(=O)(=O)N2CCCCCC2)cc1OCC(=O)NC1CCCCC1	13	14
OCCC1CN(Cc2ccccn2)CCN1C1CCCC1 (stereo unspecified)	9	-9
CC(C)CCNC(=O)CCn1nc(-c2ccc(Cl)cc2)ccc1=O	11	-23
NNC(=O)c1snnc1-c1ccccc1	4	-10
Cc1ccc(C(=O)C(C)Sc2nnc(N)s2)cc1 (stereo unspecified)	32	-22
COc1cc(CNC2CCCC2)cc(Cl)c1OCc1ccccc1Cl	13	6
CCOC(=O)c1c(NC(=O)CSc2nnc3ccccn23)sc2c1CCC2	21	-20
CN(C)c1ccc(/C=N/NC(=O)CCCCCNC(=O)c2ccccc2)cc1	25	-21
C=CCN1C(=O)S/C(=C\c2ccc(N3CCOCC3)cc2C)C1=O	19	-24
COC(=O)c1ccc(S(=O)(=O)N2CCCC2)o1	0	-5
CC(=O)Cn1ncc(N2CCOCC2)c(Cl)c1=O	2	-16
O=c1c2sc3nc(N4CCOCC4)c4c(c3c2ncn1-c1ccccc1)CCCC4	25	-30
O=C(Nc1ccc(F)cc1)N1CCOCC1	5	-3
CCC(=O)/C(=C(/O)c1ccccc1)c1nc2ccccc2[nH]1	16	-17
Cn1ncc(Br)c1C(=O)NC12CC3CC(CC(C3)C1)C2	-4	-13
O=S(=O)(Nc1cccc2ccccc12)c1ccccc1F	21	-19
CC(Oc1ccc(Cl)cc1Cl)C(=O)NCCCN(C)C (stereo unspecified)	7	-12
O=C(Nc1ccccc1)c1nc[nH]c1C(=O)N1CCc2ccccc2C1	12	-21
O=C(N1CCOCC1)N(CCN1CCOCC1)Cc1cccc2ccccc12	11	-28
COCc1[nH][nH]c(=O)c1C=Nc1ccccc1	8	-14
Cc1ccc(-c2ccc(/C=N/N3C(=O)C4C5C=CC(CC5)C4C3=O)o2)c([N+](=O)[O-])c1 (stereo unspecified)	0	-2
O=C(NC1CCCCC1)c1cccc2c1C(=O)c1ccc(-c3ccc(OC(F)(F)F)cc3)cc1S2(=O)=O	2	-13
CC(=O)c1ccc(N2CCN(S(=O)(=O)c3cccc4nonc34)CC2)cc1	20	-3
CN(Cc1ccccc1)c1nc(N)c([N+](=O)[O-])c(NCc2ccccc2)n1	18	-3
COc1cc(NC(=O)Cc2nn(C)c(=O)c3ccccc23)cc(OC)c1	4	16
COc1ccc(CN2CCNC(=O)C2CC(=O)NC2CCCC2)c(C)c1C (stereo unspecified)	3	-27
Cn1c(SCCN2CCCC2)nnc1C1CCN(S(=O)(=O)c2cccc(F)c2)CC1	9	-1
CCC(=O)N1CCC2(CC1)Oc1ccc(F)cc1C(=O)C21CC(c2cccnc2)=NO1 (stereo unspecified)	78*	-26
O=C(/C=C/c1cccc(F)c1)Nc1ccc(S(=O)(=O)N2CCOCC2)cc1	7	17
CCn1cc2c(c1-c1cccc(C)c1)c(=O)n(C)c(=O)n2C	12	-22
CN1CCN(c2ccc(Cl)cc2NC(=O)c2ccc(S(=O)(=O)N3CCCCCC3)cc2)CC1	9	-27
CN(C)S(=O)(=O)c1ccc(C(=O)OCC(=O)NCc2ccccc2)cc1	4	-16
Nc1ccc(C(=O)N(CCO)CCO)cc1	10	-6
COC(=O)C1=C(C)Nc2nnnn2C1c1ccco1 (stereo unspecified)	3	-9
Cc1ccc2c(c1)N(C(=O)CCC(=O)O)CCO2	35	-12
CCOc1ccc(-c2cc(C(=O)NCC3CCCO3)c3ccccc3n2)cc1 (stereo unspecified)	12	-16
CC(C)(C)c1ccc(OCCC(=O)Nc2cccc(S(=O)(=O)N3CCCC3)c2)cc1	2	-8
O=C(NCc1ccccc1)C1CCCN(S(=O)(=O)c2cccc3nsnc23)C1 (stereo unspecified)	24	-30
O=C(CNCCO)N1CCc2ccccc21	18	-9
COc1ccccc1S(=O)(=O)Nc1ccc(-c2nnc3n2CCCCC3)cc1	16	-4

Next part:
SMILES	OX1R antag-1	OX1R antag-2
O=C(Nc1ccc(OCC(F)(F)C(F)F)c(C(F)(F)F)c1)c1ccccc1	20	-7
CCOC(=O)C1=C(C)N(C)C(C)=C(C(=O)OCC)C1c1ccsc1	19	-37
N#Cc1ccc(OCC(=O)N/N=C(\CCC(=O)O)c2cccs2)cc1	21	-9
NC(=O)NC(=O)CSc1cccc(C(F)(F)F)c1	9	-4
CN(C)C(=O)CCC(=O)N1CCCC(C(=O)c2ccc3c4c(cccc24)CC3)C1 (stereo unspecified)	15	-38
COCCN(C(=O)CSc1nnc(-c2ccccc2F)o1)c1c(N)n(CC(C)C)c(=O)[nH]c1=O	11	-8
O=C(O)C1CCCCC1C(=O)Nc1ccccc1F (stereo unspecified)	5	-5
COC(=O)[C@]1(C)N[C@H](CN(C)C(=O)Nc2ccccc2)[C@@H]2C(=O)N(C)C(=O)[C@@H]21	4	2
Cc1ccc(C)c(N2C(=O)CC(Cc3ccc(Br)cc3)C2=O)c1 (stereo unspecified)	10	-9
CCCn1c(C)c(C(=O)OCC)c(O)c(-c2ccccc2)c1=O	0	-1

Copied from above (17 entries):
SMILES	OX1R antag-1	OX1R antag-2
COC(=O)c1sccc1NC(=O)Cc1ccc(Br)cc1	8	-14
c1csc(-n2nc3ccccc3n2)c1	6	-21
O=c1cc(O)c2sc(Nc3cccc(C(F)(F)F)c3)nc2[nH]1	0	-12
Cc1occc1-c1nnc(SCC(=O)N2CCOCC2)n1CC(C)C	9	-5
NCCCC[C@H]1CN=C(N)N1CCC12CC3CC(CC(C3)C1)C2	9	-3
O=C(CCc1ccc(S(=O)(=O)N2CCOCC2)cc1)NN=C1CCCCCCC1	13	-7
COc1ccccc1CCNC(=O)c1nc(-c2cccs2)no1	17	-49
C=CCn1c(SCC(=O)Nc2sccc2C(N)=O)nc2ccccc2c1=O	31	-22
O=C(Nc1nnc(CCc2ccccc2)s1)c1ccccc1	17	-15
COC(=O)c1ccccc1NC(=O)c1cc([N+](=O)[O-])nn1Cc1ccccc1	10	-25
Cc1cc(Cl)c(S(=O)(=O)N2CCCCCC2)cc1OCC(=O)NC1CCCCC1	13	14
OCCC1CN(Cc2ccccn2)CCN1C1CCCC1 (stereo unspecified)	9	-9
CC(C)CCNC(=O)CCn1nc(-c2ccc(Cl)cc2)ccc1=O	11	-23
NNC(=O)c1snnc1-c1ccccc1	4	-10
Cc1ccc(C(=O)C(C)Sc2nnc(N)s2)cc1 (stereo unspecified)	32	-22
COc1cc(CNC2CCCC2)cc(Cl)c1OCc1ccccc1Cl	13	6
CCOC(=O)c1c(NC(=O)CSc2nnc3ccccn23)sc2c1CCC2	21	-20

More compounds follow:
SMILES	OX1R antag-1	OX1R antag-2
O=C(CSc1nnc(CNc2ccc(F)cc2)n1Cc1ccccc1)NCc1ccccc1	33	-5
Cc1ccc(S(=O)(=O)NC(=O)NCc2ccc(Cl)cc2)cc1	18	-15
CC1c2cc3c(cc2CCN1C(=O)c1cccc(F)c1)OCCCO3 (stereo unspecified)	28	-30
O=C(Cn1nc(Cc2cccnc2)c2ccccc2c1=O)Nc1cc(F)ccc1F	13	-22
COc1ccc(CN2CCSCC2)cc1O	7	-9
COc1ccc(S(=O)(=O)N(Cc2cccs2)C2CCCC2)cc1	44	54*
COc1ccc(N2CCN(S(=O)(=O)c3cnc[nH]3)CC2)cc1	14	-4
Cc1cnc(C(=O)Nc2ccccc2F)cn1	23	-4
COP(=O)(c1ccc(N(C)C)cc1)C(O)c1ccccc1 (stereo unspecified)	-4	2
O=C(NCCSc1ccc(Br)cc1)c1ccc2nc[nH]c2c1	18	-9
CC(C)(C)c1ccc(OCC(=O)N(c2ccccn2)C2CCCCC2)cc1	15	-17
CCN(CC)S(=O)(=O)c1ccc(NC(=S)NC(=O)CC(C)C)cc1	16	-10
O=C(NN1CCCCC1)c1cnn2c(C(F)F)cc(-c3ccccc3)nc12	29	-22
Cc1cc(NS(=O)(=O)c2ccc(NC(=O)c3cnc4scc(C)n4c3=O)cc2)nc(C)n1	15	0
C=CCN1C(=O)C(Cc2ccc(C)cc2)S/C1=N/N=C/c1ccco1 (stereo unspecified)	5	-47
CC(C)(C)c1ccc(OCc2ccc(C(=O)NN)o2)cc1	7	-42
FC(F)(F)c1cccc(NC(=S)N2CCCC2)c1	8	-17
NS(=O)(=O)c1ccc(NC(=O)CCC(=O)c2ccc(Cl)s2)cc1	10	-4
COC(=O)c1ccccc1NC(=O)CSc1nnc(-c2cccnc2)n1N	31	-22
CC(=O)Nc1ccc(S(=O)(=O)N2CCCc3ccccc32)cc1	11	-10
COc1cccc(C2=NOC(C(=O)Nc3cc(OC)c(OC)c(OC)c3)C2)c1 (stereo unspecified)	14	-7
O=C1c2ccccc2C(=O)N1CCC#Cc1ccc2cc(C3(O)CCCCC3)oc(=O)c2c1	10	-20
N#Cc1c(NC(=O)C(=O)NCCCN2CCOCC2)sc2c1CCC2	15	-16
C#CCNC(=O)C1=C[C@@H](C)C[C@@H](OCc2ccc(CO)cc2)O1	11	-6
COC(=O)Nc1ncc(CN2CCC(c3ccccc3)CC2)s1	17	-8
O=C(NCc1cccs1)C1CCN(S(=O)(=O)c2cccc3nsnc23)CC1	39	-14
CCOC(=O)CSc1nnc(CSc2nc3ccccc3s2)n1C	4	7
O=C(NC(=S)NC1CCCC1)c1ccccc1	-1	-20
Cc1c(C=O)cnn1CCC(=O)O	-2	4
NS(=O)(=O)c1ccc(N=C2C(=O)Nc3ccccc32)cc1	23	-19
COc1ccc(OC)c(NC(=O)C2CCC(CNc3c(N4CCC(C)CC4)c(=O)c3=O)CC2)c1 (stereo unspecified)	17	-29
O=C(/C=C/c1ccc(S(=O)(=O)N2CCOCC2)cc1)N1CCN(c2ccc(F)cc2)CC1	13	5
CCc1ccccc1N(CC(=O)OC)S(C)(=O)=O	25	-4
c1ccc(CCNc2ncnc3sccc23)nc1	7	-9
CC(=O)N(C)c1ccc(OCC(O)Cn2c3ccc(Cl)cc3c3cc(Cl)ccc32)cc1 (stereo unspecified)	17	31
CCC1Oc2ccc(C)cc2N(CC(=O)N2CCN(c3ccc(F)cc3)CC2)C1=O (stereo unspecified)	10	-14
CC1CCCC(C)N1C(=O)c1ccc(S(=O)(=O)N2CCCC2)cc1 (stereo unspecified)	-2	-6
CC12CCC(=O)N1C(C(=O)OCC(=O)Nc1ccc(Cl)c(Cl)c1)CS2 (stereo unspecified)	22	-4
Cc1ccc(Sc2nc(-c3ccccc3)ccc2C#N)cc1	13	-9
CCC1(c2ccc(Cl)cc2)NC(=S)N(c2ccc(C)c(C)c2)N1 (stereo unspecified)	1	3
CC1CCN(C(=O)C2CCN(S(=O)(=O)N3CCC4(CC3)OCCO4)CC2)CC1	9	-16
O=C(Oc1ccccc1N1C(=O)C2CCCCC2C1=O)c1ccccc1F (stereo unspecified)	17	-10
CCc1ccc(C(=O)COC(=O)c2cc([N+](=O)[O-])ccc2NCCO)cc1	15	-20
O=C(CN1C(=O)NC2(CCCCCC2)C1=O)c1ccc(Cl)cc1	-1	-1
CC(NC(=O)c1ccccc1NS(C)(=O)=O)c1ccccc1 (stereo unspecified)	9	-16
Cc1ccc(CNC(=O)c2ccc(C)s2)cc1	3	-19
O=C(Nc1ccccc1F)c1ccc(OCc2ccccc2)cc1	8	-4
CS(=O)(=O)N1CCC(C(=O)Nc2ccc(Cl)cc2)CC1	-5	-5
CCOc1ncccc1C(=O)OCC(=O)NCCc1ccc(S(N)(=O)=O)cc1	4	-3
O=C(CN1C(=O)NC2(CCCC2)C1=O)OCc1ccc(Cl)c(Cl)c1	20	-9

Next entries
SMILES	OX1R antag-1	OX1R antag-2
CC(C)(C)CC(=O)Nc1ccc(-c2nnc3n2CCCCC3)cc1	8	-12
Cc1ccc(NC(=O)CSc2nnc(CNC(=O)c3cccs3)o2)c(C)c1	10	-6
CCOc1cc(CNc2ccc(N3CCOCC3)cc2)cc(Br)c1OCC	23	-27
c1ccc2oc(SCc3cn4ccccc4n3)nc2c1	8	-7
CNC(=S)N(CCc1cccc(C)c1)Cc1cc2cc(OC)c(OC)cc2[nH]c1=O	20	-35
O=C(NCCNC(=O)c1cnccn1)c1ccc(Cl)cc1	7	-8
CC1=C(C(=O)Nc2ccccn2)C(c2ccc(Cl)cc2Cl)NC(=S)N1 (stereo unspecified)	12	-11
COc1ccc(O)c(C(=O)/C=C/c2cc3ccccc3o2)c1	22	-34
COc1ccc(C(=O)NCCOc2ccccc2)cc1S(=O)(=O)N1CCOCC1	6	-15
O=C(Cc1ccc(Br)cc1)NCCc1ccccc1	-2	-17
CCOC(=O)CNC(=O)C1CCN(S(=O)(=O)c2ccc(-c3nn[nH]n3)cc2)CC1	18	15
COC(=O)CCC(=O)Nc1cccc2c(NC(=O)CCC(=O)OC)cccc12	16	-10
O=C(O)CN(CCc1ccccc1)S(=O)(=O)c1ccccc1	-7	-20
COc1ccc(C2=NN(CC(=O)NCc3ccco3)C(=O)CC2)cc1	11	-10
COc1ccc(CCNC(=O)CSc2ccc3nnc(CCNC(=O)c4ccc(C)cc4)n3n2)cc1OC	10	-13
CCC1(c2ccccc2)NC(=O)N(CC(=O)Nc2cc(S(=O)(=O)N3CCOCC3)ccc2OC(C)C)C1=O (stereo unspecified)	20	-32
